Tb MetRS inh: blocks T. brucei methionyl-tRNA synthetase activity; purified T. brucei MetRS, ATP depletion, Kinase-Glo luminescence; inhibition, % at 11.9 µM; 360,000 compounds, 0.4% hits; AID 624268;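 active = inhibition above a per-plate cutoff of the control wells' mean inhibition plus 3 SD, cut at about 5.5% in these data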;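 note: 0% = DMSO wells median and 100% = median of wells with control inhibitor compound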
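Test system – parasite MetRS enzyme · Reagent – substrates ATP, L-methionine and bulk Escherichia coli tRNA · Doses – 11.9 µM compound single dose, 0.9% DMSO · Times – 15 min enzyme-compound preincubation, 2 h reaction, 10 min detection, 25 °C · Signal – Kinase-Glo luminescence, ATP depletion format · Controls – DMSO-only wells as low control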
MsrA inhibitor: inhibitors of bovine MsrA; purified bovine MsrA, absorbance read-out; inhibition, % at 15.5 µM; 360,000 compounds, 0.75% hits; AID 651718; in the data active = inhibition above about 4.5%;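 note: 0% = vehicle wells with enzyme and 100% = reference inhibitor wells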
MsrA act: activates bovine MsrA enzyme | purified bovine MsrA, absorbance read-out | activation, % at 10.6 µM | 360,000 compounds, 0.3% hits; in the data active = activation above about 7.5%;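 note: 0% = vehicle and 100% = reference activator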
CendR NRP1 mod: modulators of CendR peptide binding to human neuropilin-1 | O14786 | FAM-RPARPAR peptide binding to NRP-1, fluorescence polarization | inhibition, % at 25 µM | 360,000 compounds, 0.85% hits | AID 602438;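 active = inhibition or corrected inhibition above about 18%, plus a signal ratio from 0.5 to 1.5, limit read from the data, passing the limit was not always enough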; note: strong numbers were not always called active
Scp1 inh: blocks human Scp-1 phosphatase activity; Q9GZU7; Recombinant Scp1, phosphopeptide, malachite green phosphate absorbance; inhibition, % at 20 µM; 340,000 compounds, 0.88% hits;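 active = inhibition above about 50% at 20 µM, limit read from the data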;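 note: plate controls were DMSO wells with enzyme for no effect and wells lacking enzyme for full effect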
Target sequence (Q9GZU7 76-261 limits assumed): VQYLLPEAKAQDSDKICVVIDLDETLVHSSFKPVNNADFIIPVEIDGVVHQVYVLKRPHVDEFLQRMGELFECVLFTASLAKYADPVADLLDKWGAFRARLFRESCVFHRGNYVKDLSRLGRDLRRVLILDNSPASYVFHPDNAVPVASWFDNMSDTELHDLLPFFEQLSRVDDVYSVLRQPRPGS
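System: SCP-1 catalytic domain; Reagent: Phospho 17-mer peptide substrate; Doses: one concentration, 20 µM, with 1.0% DMSO; Incubation: 45 min room-temperature reaction, 5 min colour, 30 min stabiliser; Signal: Phosphate-binding colour reagent, absorbance read at 630 nm.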
STEP block: blocks human striatal-enriched tyrosine phosphatase; P54829; recombinant STEP, OMFP fluorogenic substrate, fluorescence; inhibition, % at 20 µM; 360,000 compounds, 0.25% hits; AID 588621;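 active = inhibition at 20 µM, scaled per plate between control wells, above about 37%, limit read from the data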;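 note: 0% = DMSO with enzyme and substrate and 100% = substrate only without enzyme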
Target sequence (P54829 whole entry, looked up): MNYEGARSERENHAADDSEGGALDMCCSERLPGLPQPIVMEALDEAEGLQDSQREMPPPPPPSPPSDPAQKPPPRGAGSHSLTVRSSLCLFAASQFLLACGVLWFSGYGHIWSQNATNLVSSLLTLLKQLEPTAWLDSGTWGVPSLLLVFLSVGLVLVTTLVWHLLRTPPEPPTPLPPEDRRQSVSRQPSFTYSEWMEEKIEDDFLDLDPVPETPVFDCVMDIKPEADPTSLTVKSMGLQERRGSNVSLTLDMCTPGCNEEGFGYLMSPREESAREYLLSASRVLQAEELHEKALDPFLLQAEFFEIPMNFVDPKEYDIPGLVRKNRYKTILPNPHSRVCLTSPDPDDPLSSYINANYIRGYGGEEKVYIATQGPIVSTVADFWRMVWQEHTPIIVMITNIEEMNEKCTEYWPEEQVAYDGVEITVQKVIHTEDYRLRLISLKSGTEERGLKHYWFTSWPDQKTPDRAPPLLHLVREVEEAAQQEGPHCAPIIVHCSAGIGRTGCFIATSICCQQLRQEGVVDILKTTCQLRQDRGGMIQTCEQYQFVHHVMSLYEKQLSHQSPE
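System: STEP (striatal-enriched tyrosine phosphatase) enzyme, cell-free; medium: Bis-Tris pH 6.0 buffer with DTT, detergent; dosing: 20 µM, 1% DMSO; times: reaction 20 min, ambient temperature; detection: fluorescence, 480/540 nm; read-out basis: normalized % inhibition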
DNMT1 block: inhibitors of human DNMT1. P26358. DNMT1 molecular beacon, Hinp1I cleavage, fluorescence. inhibition (reported as % activation of signal), % at 10 µM. 360,000 compounds, 0.83% hits; in the data active = inhibition above about 50%
SUMO1-SIM PPI: SUMO1-SIM interaction modulation. P63165. SUMO1 binding to a labelled peptide, TR-FRET, 1 h. inhibition, % at 20 µM. 360,000 compounds, 0.33% hits. AID 602429; in the data active = inhibition above about 37%
Target sequence (P63165 whole entry, looked up): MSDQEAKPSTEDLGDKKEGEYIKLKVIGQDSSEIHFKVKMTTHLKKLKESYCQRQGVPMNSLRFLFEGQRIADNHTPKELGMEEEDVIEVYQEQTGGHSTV
LMPTP inh: LMPTP (human) inhibition; AID 651560; P24666; 360,000 compounds, 0.22% hits; recombinant LMPTP-A, OMFP fluorogenic substrate, fluorescence intensity; inhibition, % at 20 µM;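 active = compounds that cut the enzyme signal by at least half of the control window in the single-dose screen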;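 note: plate controls were DMSO wells with enzyme plus substrate for no effect and substrate without enzyme for full effect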
Target sequence (P24666 whole entry, looked up): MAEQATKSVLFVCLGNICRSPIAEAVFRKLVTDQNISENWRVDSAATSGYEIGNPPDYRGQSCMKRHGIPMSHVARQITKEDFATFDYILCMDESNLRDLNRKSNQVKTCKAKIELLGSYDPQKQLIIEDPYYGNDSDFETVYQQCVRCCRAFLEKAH
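Test system: LMPTP-A phosphatase enzyme. Amount: LMPTP-A at 0.625 nM final in the reaction. Reagent: OMFP substrate, 400 µM final. Times: 50 min at room temperature. Signal: endpoint fluorescence intensity from OMFP dephosphorylation. Read-out basis: % inhibition. Benchmarks: no-enzyme and uninhibited controls.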
E coli Lon inh: inhibitors of E. coli Lon protease. P0A9M0. purified E. coli Lon protease, fluorescence polarization. inhibition, % at 7.94 µM. 360,000 compounds, 0.42% hits. AID 602123; in the data active = inhibition above about 13%, passing the limit was not always enough;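 note: 0% = enzyme with probe and DMSO and 100% = no enzyme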
* hit, by the source's call; / = not tested or not shown.

Sequence of screens – Scp1 inh | SUMO1-SIM PPI | CendR NRP1 mod | E coli Lon inh | MsrA inhibitor | MsrA act | LMPTP inh | DNMT1 block | STEP block | Tb MetRS inh
> CC(C)(C)c1cc(C(F)(F)F)n2ncc(-c3ccccc3)c2n1
    -10 | 1 | -2 | -5 | 0.2 | -3 | 1.2 | 4 | 3 | 2.7
> O=C(NCc1cccc(Cl)c1)c1ccc(-c2csnn2)cc1
    5 | 2 | 0 | 2 | 0.0 | -2 | 2.4 | -32 | -2 | 0.8
> CCc1nc2c(OCc3ccc(Cl)cc3Cl)cccn2c1N(C)C(=O)c1ccccc1F
    / | 1 | -5 | -5 | -0.5 | -1 | 13 | -3 | 6 | 0.5
> CCOc1ccccc1C(=O)N(C)Cc1cc2ccccc2[nH]c1=O
    -5 | -4 | 0 | -9 | -0.6 | -2 | 0.1 | 2 | 0 | -0.9
> O=C(Nc1csc(Cc2c(Cl)cccc2Cl)n1)NN1CCOCC1
    1 | 0 | -6 | 4 | 1.5 | -6 | 0.6 | -2 | -3 | -0.7
> O=C(COC(=O)[C@H](Cc1c[nH]c2ccccc12)NC(=O)c1ccc(Cl)cc1)Nc1ccc2c(c1)OCO2
    -12 | -1 | -6 | 3 | 0.4 | -4 | 4.4 | -9 | -2 | 1.1
> O=C(c1cc2ccccc2oc1=O)N(Cc1cccs1)CC1CCCO1 (centres undefined)
    5 | 1 | -3 | -6 | 0.7 | -9 | -1.1 | 19 | 0 | -0.8
> Cc1ccc(F)c(S(=O)(=O)NC(=O)C2(C)CCN2C(=O)CCc2ccccc2)c1 (centres undefined)
    / | -2 | 10 | -2 | 0.3 | -3 | -2.1 | 2 | 1 | -0.2
> COC(=O)CN1C(=O)C(O)=C(C(C)=O)C1c1ccc([N+](=O)[O-])cc1 (centres undefined)
    3 | -8 | 14 | 1 | 4.6* | 8.3* | -1.5 | 2 | -19 | -0.2
> Cc1nn(C)c(Oc2ccccc2)c1CCNC(=O)CC(C)C
    -1 | 1 | 1 | 1 | 0.6 | -2 | 0.7 | 2 | 1 | -0.3
> O=C(OCCC12CC3CC(CC(C3)C1)C2)c1ccc(NCc2cc(O)ccc2O)cc1
    70* | 0 | -5 | 4 | -0.1 | -10 | 13 | 6 | 14 | -0.3
> CC(=O)NCCOc1ccc2oc3ccccc3c2c1
    -9 | 0 | 1 | -8 | 1.4 | 2 | -0.4 | 2 | 0 | -0.2
> CC(C)NC(=O)NC(=O)COC(=O)c1cccc(S(=O)(=O)N2CCCCC2)c1
    4 | -3 | -9 | -6 | -0.5 | 1 | -1.2 | 3 | 4 | -0.3
> Cc1ccc(OCCC(=O)Nc2ccc(C)c(S(=O)(=O)N3CCOCC3)c2)cc1
    -8 | -3 | 3 | -5 | 0.3 | -2 | 2.0 | 1 | 1 | -0.2
> COc1ccccc1CC(=O)Nc1sc2c(c1C(N)=O)CCCC2
    22 | 3 | -4 | 2 | -0.7 | -12 | 0.5 | -1 | -2 | -1.0

The last 2 records of the part above come first, to join the parts:
Sequence of screens – Scp1 inh | SUMO1-SIM PPI | CendR NRP1 mod | E coli Lon inh | MsrA inhibitor | MsrA act | LMPTP inh | DNMT1 block | STEP block | Tb MetRS inh
> Cc1ccc(OCCC(=O)Nc2ccc(C)c(S(=O)(=O)N3CCOCC3)c2)cc1
    -8 | -3 | 3 | -5 | 0.3 | -2 | 2.0 | 1 | 1 | -0.2
> COc1ccccc1CC(=O)Nc1sc2c(c1C(N)=O)CCCC2
    22 | 3 | -4 | 2 | -0.7 | -12 | 0.5 | -1 | -2 | -1.0
> CCOC(=O)C1(Cc2ccccc2C)CCCN(C(=O)c2ccccn2)C1 (centres undefined)
    -1 | -1 | 10 | 0 | -1.4 | -4 | 0.6 | 1 | 2 | 0.5
> COc1ccc(CCn2c(O)cc3nn(-c4nc5ccccc5s4)c(=O)c-3c2C)cc1
    62* | 14 | -30 | -20 | 1.3 | -3 | 53* | 79* | 11 | 0.1
> COc1ccccc1N1CCN(c2ncc(C(=O)N3CCN(c4cccc(Cl)c4)CC3)c3ccccc23)CC1
    -1 | 24 | -7 | -7 | -1.6 | -2 | 5.7 | -8 | 1 | 0.2
> Cc1cccc(NC(=S)N2CCN(C(=O)C3CCCO3)CC2)c1 (centres undefined)
    -5 | -1 | 0 | -9 | -0.4 | -3 | -1.8 | 0 | 4 | 0.8
> Cc1ccc(/C=C2\SC(=S)N(/N=C/c3cc([N+](=O)[O-])ccc3O)C2=O)o1
    57* | 45* | -102 | -2 | / | -7 | 53* | 83* | 17 | 1.7
> CC(C)CC(=O)N1CCN(Cc2cccc(F)c2)CC1
    1 | 8 | -5 | 2 | -0.8 | -1 | -2.2 | 0 | -5 | -0.7
> Cc1ccc(NC(=O)CSc2nnc(NC(=O)C3CC3)s2)cc1
    -5 | 4 | 12 | 3 | 0.3 | -3 | 1.3 | -1 | -1 | 0.0
> CCCOc1ccc(Cc2c(COCC)[nH]c(=S)[nH]c2=O)cc1
    -10 | 2 | 3 | 4 | -0.3 | 2 | -0.2 | -7 | 3 | -0.3
> Clc1ccc(CSc2nnc(Cn3cnc4ccccc43)o2)cc1
    5 | 0 | 3 | -4 | -0.1 | -4 | 0.2 | -2 | 2 | -0.7
> O=C(NN=C1CCC(c2ccccc2)CC1)c1ccccc1-n1cccc1 (centres undefined)
    -8 | 2 | 7 | -2 | -0.7 | 0 | 0.5 | -1 | 6 | 0.0
> COc1cc2c(cc1OC)CN(Cc1ccc(F)cc1)CC2
    -13 | -19 | -13 | -7 | 1.7 | -2 | 0.2 | -4 | 2 | -1.0
> O=C1Nc2ccccc2N(O)N1c1ccc(S(=O)(=O)Nc2ccccn2)cc1
    3 | 0 | 17 | -1 | -1.2 | -9 | 0.0 | 1 | 1 | -0.9
> CCCOCC1CC(CCc2nc(=S)[nH][nH]2)C(=O)O1 (centres undefined)
    -7 | -2 | 7 | 6 | -0.4 | 1 | -3.8 | 0 | -1 | 1.0
> Cc1cc2cc(CNC(=O)C3CCCC3)ccc2n1C
    -1 | -29 | 7 | 6 | 0.4 | 1 | 3.8 | -5 | 3 | -0.6
> C[C@@H]1CN([C@@H](C)CO)C(=O)CCCn2nncc2CO[C@@H]1CN(C)S(=O)(=O)c1cn(C)cn1
    / | -2 | -5 | -5 | 0.6 | -5 | 3.0 | 1 | 0 | -1.5
> Cc1onc(-c2ccccc2)c1C(=O)NCC1COc2ccccc2O1 (centres undefined)
    -7 | -2 | 10 | -15 | -0.6 | -4 | -0.3 | -3 | -2 | -0.7
> COc1cccc(COC(=O)c2cc(=O)[nH]c3ccc(S(=O)(=O)N4CCOCC4)cc23)c1OC
    -2 | -26 | 8 | 3 | -0.1 | -6 | -1.1 | 3 | 6 | -0.5
> CS(=O)(=O)N(Cc1ccccc1Cl)c1ccc(C(=O)N2CCCC2)cc1
    -2 | 0 | -1 | -2 | -0.5 | -3 | -3.5 | -3 | -4 | 0.4
> O=C(c1ccc(Cl)cc1)N1CCOc2ccccc21
    7 | 1 | 14 | 11 | -0.9 | -10 | -3.3 | -8 | -3 | -1.7
> Cc1ccc(-c2noc(CCC(=O)Nc3cccc(C#N)c3)n2)cc1
    -5 | -5 | -3 | -3 | 0.0 | -4 | 1.4 | -9 | 0 | -0.9
> Cc1ccc(-c2csc(NC(=O)CCNC(=O)c3ccc(Cl)cc3)n2)cc1
    -9 | 1 | 5 | 2 | -0.1 | -3 | 0.3 | 1 | 1 | -0.3
> COCCn1c(=NC(=O)c2sc3ccccc3c2Cl)sc2cc(S(N)(=O)=O)ccc21
    -5 | -3 | -4 | -1 | -0.5 | -6 | 1.2 | -18 | -1 | -1.7
> Cc1ccc(S(=O)(=O)CC(=O)Nc2ccc3nc(C)sc3c2)cc1
    -5 | 1 | -6 | 3 | 2.1 | -1 | 0.3 | -2 | -1 | 0.0
> Cc1ccccc1C(NC(=O)C1CCN(Cc2ccc(Oc3ccccc3)cc2)CC1)c1ccsc1 (centres undefined)
    / | -3 | 1 | -9 | / | 0 | 3.4 | 9 | 3 | -0.2
> O=C(CNS(=O)(=O)c1ccc(Cl)cc1)N1CCN(c2ccc(F)cc2)CC1
    -2 | 2 | -6 | 7 | -0.4 | -1 | -0.6 | 0 | 2 | -0.4
> OCCN(CCO)c1ccc(C(c2ccccc2Cl)c2ccc(N(CCO)CCO)cc2Cl)c(Cl)c1
    -17 | 4 | -5 | 1 | / | -3 | 2.0 | -27 | -7 | 2.0
> CN1c2ccccc2Oc2nnc(N3CCN(Cc4ccccc4)CC3)cc21
    1 | 6 | 7 | -3 | 2.0 | -4 | 3.8 | -2 | 1 | -0.1
> C[C@@H]1CCCCO[C@@H](CN(C)C(=O)Cc2ccccc2)[C@@H](C)CN([C@H](C)CO)C(=O)c2cc(NC(=O)C3CCCCC3)ccc2O1
    / | 5 | -22 | 2 | 0.4 | -4 | -1.0 | 5 | -2 | -1.5
> COc1ccccc1C(C)NC(=O)c1cc(=O)[nH]c2ccccc12 (centres undefined)
    74* | 0 | -16 | 4 | 0.1 | -1 | 1.1 | 0 | -2 | -0.9

A different layout for 4 compounds above.
Cc1ccccc1C(NC(=O)C1CCN(Cc2ccc(Oc3ccccc3)cc2)CC1)c1ccsc1 (centres undefined)
  Scp1 inh = /
  SUMO1-SIM PPI = -3
  CendR NRP1 mod = 1
  E coli Lon inh = -9
  MsrA inhibitor = /
  MsrA act = 0
  LMPTP inh = 3.4
  DNMT1 block = 9
  STEP block = 3
  Tb MetRS inh = -0.2
O=C(c1ccc(Cl)cc1)N1CCOc2ccccc21
  Scp1 inh = 7
  SUMO1-SIM PPI = 1
  CendR NRP1 mod = 14
  E coli Lon inh = 11
  MsrA inhibitor = -0.9
  MsrA act = -10
  LMPTP inh = -3.3
  DNMT1 block = -8
  STEP block = -3
  Tb MetRS inh = -1.7
C[C@@H]1CCCCO[C@@H](CN(C)C(=O)Cc2ccccc2)[C@@H](C)CN([C@H](C)CO)C(=O)c2cc(NC(=O)C3CCCCC3)ccc2O1
  Scp1 inh = /
  SUMO1-SIM PPI = 5
  CendR NRP1 mod = -22
  E coli Lon inh = 2
  MsrA inhibitor = 0.4
  MsrA act = -4
  LMPTP inh = -1.0
  DNMT1 block = 5
  STEP block = -2
  Tb MetRS inh = -1.5
Cc1ccc(-c2csc(NC(=O)CCNC(=O)c3ccc(Cl)cc3)n2)cc1
  Scp1 inh = -9
  SUMO1-SIM PPI = 1
  CendR NRP1 mod = 5
  E coli Lon inh = 2
  MsrA inhibitor = -0.1
  MsrA act = -3
  LMPTP inh = 0.3
  DNMT1 block = 1
  STEP block = 1
  Tb MetRS inh = -0.3

Assay outcomes (PubChem)
